# Autophagy HCS: autophagy modulation, high-content screen | MEF GFP-LC3 puncta imaging; test concentration mostly 10 µM | calls only at 10 µM (by protocol) | hit rate 0.98% among 190,000 | AID 463193;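 active = percentage of spot-positive cells more than 3 SD above its plate mean, without a fluorescence outlier flag or 80% toxicity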;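 also: spot-positive cell cutoff set from DMSO-treated cells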
# b-catenin transl: alters nuclear translocation of beta-catenin in HeLa cells. hit rate 0.3% among 190,000. nuclear translocation activity, % at 5 µM. immunofluorescence imaging;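 active = nuclear translocation activity above 50% at 5 µM, with a well cell count of 50 or more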;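 also: per-cell ratio of nuclear to cytoplasmic median beta-catenin stain intensity; plate controls were DMSO negative control for no effect and GSK-3 inhibitor IX positive control for full effect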
#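 test system = HeLa cells, endogenous beta-catenin | dosing = single 5 µM dose plus 0.02–20 µM confirmation series | times = compound treatment 24 h, 37°C, 5% CO2 | technique = beta-catenin immunofluorescence imaging with DAPI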
# T cell modulator: modulates CD8 T cell binding to vesicles; 2C CD8+ T cell-vesicle binding, flow cytometry; stronger effect = lower value; calls only at 7 µM; hit rate 0.068% among 330,000; AID 2052;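 active = response, share of CD8 T cells binding vesicles, and their 90th percentile fluorescence all below set limits, cut at about 80% in these data, passing the limit was not always enough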
#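 Benchmarks: naked versus QL9-loaded vesicles / Assay system: purified 2C TCR transgenic mouse naive CD8+ T cells / Technique: high-throughput flow cytometry with anti-B7-1 and anti-CD8 staining / Timing: Cell–vesicle co-incubation 1.5 h at 37 °C, staining 20 min on ice / Read-out: percent CD8+ FL2 mean versus row control / Probe or stimulus: QL9-loaded Drosophila micro-vesicles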
# MT stabilizer: stabilizes microtubules in HeLa cells; HeLa tubulin immunostaining HCS, 24 h; share of cells brighter than vehicle mean+2SD; % tubulin-high responders, % at 10 µM; hit rate 0.83% among 200,000;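 active = plate Z-score above 3 for both tubulin-high and condensed-nucleus cell shares, with cell loss under 80%, at 10 µM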;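 also: anti alpha tubulin signal scored within the nucleus-defined area of each cell; some results filed as inactive read as strong as hits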
# M1AAP inhibition: malaria alanyl aminopeptidase activity blockers – biochemical, fluorogenic H-Leu-NHMec substrate, 1536-well (AID 1445); recombinant M1AAP, H-Leu-NHMec fluorogenic kinetic assay; higher % means a stronger effect; inhibition, % at 30 µM, or IC50 in µM where a hit was titrated; hit rate 0.42% among 220,000;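 active = primary inhibition above the hit cutoff, then over 50% inhibition at one or more dose response concentrations, cut at about 23% in these data, passing the limit was not always enough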;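 also: plate controls were DMSO full reaction for no effect and no enzyme background for full effect; strong numbers were not always called active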
# Dynein cargo inh: blocks dynein driven cargo transport along microtubules. 3617.4 mouse cells, GR-EGFP nuclear translocation imaging; test concentration mostly 20 µM; stimulated with dexamethasone, 1 µM; stronger effect = lower value. z-score, hits read low. hit rate 0.47% among 220,000. AID 1381;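 active = plate z-score of nuclear minus cytoplasmic receptor signal below a set negative limit, without overly bright fluorescence or cell loss, cut at about -3.5 in these data, passing the limit was not always enough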;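 also: z-score of nuclear minus cytoplasmic ring GR-EGFP intensity difference per well; some compounds called inactive have numbers as strong as hits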
#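 Buffer or medium: tet-free medium with charcoal-stripped serum / Also added: dexamethasone agonist, 1.0 µM final, for 30 min / Timing: induction 48 h, compound 1 h, agonist 30 min / Measured by: high-content fluorescence imaging after fixation / Read-out: nuclear-to-cytoplasmic GR-EGFP distribution per well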
# Yfh1-off respiration: enhancers of respiration in Yfh1-depleted yeast, dose response, Friedreich's ataxia, plus single-dose screen (AID 1465). S. cerevisiae Yfh1-off respiration, WST-1 reduction, 72 h; higher fold induction means a stronger effect. one-dose fold induction at 50 µM; EC50 in µM for titrated hits. hit rate 0.074% among 220,000;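 active = fold induction of absorbance versus untreated yeast above a set limit, then at least 30% activation at any dose in follow-up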;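 also: activators that raise dye reduction in frataxin-depleted yeast; strong numbers were not always called active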
# P. falciparum M17LAP: P. falciparum M17LAP inhibitors, primary screen, biochemical, fluorogenic H-Leu-NHMec substrate, 1536-well (AID 1619); recombinant M17LAP, H-Leu-NHMec fluorogenic kinetic assay; higher % means a stronger effect; one-dose inhibition, % at 30 µM; IC50 in µM for titrated hits; hit rate 0.38% among 220,000;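 active = compound inhibiting the enzyme by more than half at any dose during confirmatory dose-response retesting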;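 also: plate controls were full reaction with DMSO carrier for no effect and no enzyme background for full effect; strong numbers were not always called active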
# WT yeast gro inh: growth inhibition of WT yeast, mitochondrial fusion screen. inhibition, % at 10 µM. mitochondrial fusion phenotypic screen, WT strain. hit rate 2.1% among 190,000; in the data active = inhibition above about 58%; tested in S. cerevisiae
# WT yeast gro inh mutant strain: further read-out of WT yeast gro inh, marked with its call; inhibition, %; mitochondrial fusion phenotypic screen, mutant strain inhibition
# Dynein cargo inh cytoplasmic EGFP: further read-out of Dynein cargo inh, marked with its call; z-score; measured here: cytoplasmic GR-EGFP intensity; stronger effect = higher value
# Dynein cargo inh nuclear GR-EGFP: also measured in Dynein cargo inh; calls as there; z-score; measured here: nuclear GR-EGFP intensity;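 lower value marks the stronger effect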
# Dynein cargo inh cell count: second read-out of Dynein cargo inh, no call of its own (marks repeat the call); z-score; measured here: cell count per field
# b-catenin transl cell count 5 µM: also measured in b-catenin transl; calls as there; cell count; measured here: cell count, cytotoxicity flag
# T cell modulator vesicle-bound %: second read-out of T cell modulator, no call of its own (marks repeat the call); double positive events, %; measured here: CD8+ vesicle-bound cell fraction;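 binding gate set so that unloaded-vesicle control wells show 10% double positive cells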
# MT stabilizer Hoechst-high %: recorded beside MT stabilizer, whose call it bears; % Hoechst-high responders; measured here: nuclear condensation Hoechst responders;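 share of cells brighter than vehicle mean plus two SD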
# MT stabilizer cytotoxicity %: also measured in MT stabilizer; calls as there; toxicity, %; measured here: cytotoxicity by cell density;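 0% = mean cell density of plate MIN control wells and 100% = no cells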
# Autophagy HCS cell loss 18 h: second read-out of Autophagy HCS, no call of its own (marks repeat the call); toxicity, %; measured here: cell loss, nuclei count;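 cell loss after 18 h compound exposure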
# * marks the source's active call; other numbers are inactive results; i = inactive; . = no result given; + = active, no number.
SMILES,Autophagy HCS,Autophagy HCS cell loss 18 h,b-catenin transl,b-catenin transl cell count 5 µM,T cell modulator,T cell modulator vesicle-bound %,MT stabilizer,MT stabilizer Hoechst-high %,MT stabilizer cytotoxicity %,M1AAP inhibition,Dynein cargo inh,Dynein cargo inh cytoplasmic EGFP,Dynein cargo inh nuclear GR-EGFP,Dynein cargo inh cell count,Yfh1-off respiration,P. falciparum M17LAP,WT yeast gro inh,WT yeast gro inh mutant strain
CCc1ccc(N/C(N)=N/c2nc(CSc3ncccn3)cc(=O)[nH]2)cc1,i,2,0.1,1014,i,34,4.0,1.5,2.2,2%,0.43,-0.1,0.28,-0.084,i,7%,-2,7
CCCOc1cccc(-c2nc3ccccc3c(=O)o2)c1,i,-1,-0.2,1032,i,57,2.0,0.9,7.8,8%,-0.07,-0.08,0.45,-0.6,i,21%,8,-5
CC(=O)N/N=C/c1cc(C(C)(C)C)cc(/C=N/NC(C)=O)c1O,i,3,-0.6,1605,i,40,.,.,.,3%,-0.83,-0.23,-0.12,1.3,i,7%,17,19
COc1ccc(NC(=O)COC(=O)CCCc2c[nH]c3ccccc23)cc1,i,1,-2.2,958,i,45,3.0,1.9,0.8,1%,-0.31,-0.13,-0.15,0.92,i,14%,27,24
O=C(CSc1ccc2nnc(-c3cccc(F)c3)n2n1)NCC1CCCO1 (stereo unspecified),i,-19,-4.1,963,i,35,6.0,3.0,4.9,10%,0.0018,-0.31,0.16,0.13,i,-3%,-6,-4
O=C(CC1C(=O)NC2CCCCC2N1C(=O)c1ccc([N+](=O)[O-])cc1)Nc1ccccc1 (stereo unspecified),i,13,0.2,1527,i,40,1.5,1.3,5.5,2%,-0.14,-0.27,-0.078,0.85,i,4%,0,2
O=C1CC(c2cc(Br)ccc2F)c2cc3c(cc2N1)CCC3 (stereo unspecified),i,44,38,1083,i,18,13,54,36,3%,-0.61,-0.16,-0.46,0.71,i,3%,-2,1
Cc1ccc(C(=O)COC(=O)CNS(=O)(=O)c2ccccc2)cc1[N+](=O)[O-],i,-11,1.0,1384,i,38,2.9,1.6,8.4,-9%,0.22,-0.17,0.67,0.15,i,2%,-1,-1
Cc1sc2nc(CSc3cccc(C(F)(F)F)c3)[nH]c(=O)c2c1C,i,16,-0.4,1071,i,31,2.5,2.4,4.8,13%,-0.37,0.43,-0.31,0.056,i,8%,-14,-8
CCCCN(C)C(=O)c1coc(=O)c2ccccc12,i,3,-1.0,1305,i,23,2.0,3.3,8.7,0%,0.024,-0.18,-0.0055,0.33,i,-1%,-12,5
CCN(CC)CCCNC(=O)CC1Oc2ccc(C)cc2NC1=O (stereo unspecified),i,4,.,.,i,62,3.8,3.0,4.9,12%,0.088,-0.0047,0.31,0.22,i,6%,-13,4
COc1ccc(NC(=S)NC(NC(=O)c2ccc(Cl)cc2Cl)C(Cl)(Cl)Cl)c([N+](=O)[O-])c1 (stereo unspecified),+,59*,-4.7,1240,i,20,2.6,1.9,4.4,10%,-0.6,-0.15,-0.48,0.73,i,9%,68*,17*

# Profiles, looked up by structure. Order of screens: Autophagy HCS	Autophagy HCS cell loss 18 h	b-catenin transl	b-catenin transl cell count 5 µM	T cell modulator	T cell modulator vesicle-bound %	MT stabilizer	MT stabilizer Hoechst-high %	MT stabilizer cytotoxicity %	M1AAP inhibition	Dynein cargo inh	Dynein cargo inh cytoplasmic EGFP	Dynein cargo inh nuclear GR-EGFP	Dynein cargo inh cell count	Yfh1-off respiration	P. falciparum M17LAP	WT yeast gro inh	WT yeast gro inh mutant strain
# `O=C1CC(c2cc(Br)ccc2F)c2cc3c(cc2N1)CCC3` (stereo unspecified) in the list: i	44	38	1083	i	18	13	54	36	3%	-0.61	-0.16	-0.46	0.71	i	3%	-2	1
# `O=C(CC1C(=O)NC2CCCCC2N1C(=O)c1ccc([N+](=O)[O-])cc1)Nc1ccccc1` (stereo unspecified) in the list: i	13	0.2	1527	i	40	1.5	1.3	5.5	2%	-0.14	-0.27	-0.078	0.85	i	4%	0	2
# `CCc1ccc(N/C(N)=N/c2nc(CSc3ncccn3)cc(=O)[nH]2)cc1` in the list: i	2	0.1	1014	i	34	4.0	1.5	2.2	2%	0.43	-0.1	0.28	-0.084	i	7%	-2	7
# `COc1ccc(NC(=O)COC(=O)CCCc2c[nH]c3ccccc23)cc1` in the list: i	1	-2.2	958	i	45	3.0	1.9	0.8	1%	-0.31	-0.13	-0.15	0.92	i	14%	27	24

# The list goes on.
SMILES,Autophagy HCS,Autophagy HCS cell loss 18 h,b-catenin transl,b-catenin transl cell count 5 µM,T cell modulator,T cell modulator vesicle-bound %,MT stabilizer,MT stabilizer Hoechst-high %,MT stabilizer cytotoxicity %,M1AAP inhibition,Dynein cargo inh,Dynein cargo inh cytoplasmic EGFP,Dynein cargo inh nuclear GR-EGFP,Dynein cargo inh cell count,Yfh1-off respiration,P. falciparum M17LAP,WT yeast gro inh,WT yeast gro inh mutant strain
O=C(CCN1CCCC1)Nc1ccccc1,i,-13,3.8,1114,i,21,2.2,2.0,7.8,7%,-0.65,-0.23,-0.18,1.4,i,4%,12,2
Cc1ccc(S(=O)(=O)NNc2nnc(C)c(=O)[nH]2)cc1,i,7,-0.3,1131,i,16,13,1.0,5.8,3%,-0.51,-0.38,-0.53,0.67,i,35%,-11,13
Cc1ccc(C(=O)O/N=C\c2ccc(N3CCOCC3)c([N+](=O)[O-])c2)cc1,i,-17,-0.6,1256,i,7,3.5,1.9,14,1%,-0.28,-0.15,0.57,-0.036,.,-5%,16,-4
CC1CCCN(C(=O)CSc2nnc(-c3c[nH]c4ccccc34)o2)C1 (stereo unspecified),i,11,-1.4,1176,i,42,3.7,3.3,9.3,20%,-0.16,-0.22,0.11,0.4,i,11%,-8,3
O=S(=O)(O)c1nnc2sc3ccccc3n12,i,-10,-3.7,808,i,31,4.2,2.6,5.4,4%,-0.2,-0.11,0.11,0.22,i,-5%,3,4
CC1CCc2nc(NC(=O)CN3CCN(Cc4ccc5c(c4)OCO5)CC3)sc2C1 (stereo unspecified),i,8,3.5,1003,i,26,4.2,1.0,16,3%,1.6,-0.18,0.93,-1.4,i,7%,17,25
O=C(NCC(=O)N(c1cccnc1)C(C(=O)NC1CCCCC1)c1cccnc1)c1ccco1 (stereo unspecified),i,2,-0.3,1052,i,56,2.8,1.4,0.4,0%,2.7,0.076,2.2,-3.1,i,2%,-10,20
CC1(C)SC(=S)N(/N=C/c2cccnc2)C1N(O)C(=O)Nc1ccccc1 (stereo unspecified),.,.,-0.3,1323,i,22,.,.,.,1%,0.3,-0.13,0.58,-0.18,i,9%,.,.
Cc1ccc(S(=O)(=O)Oc2ccc(C3C4=C(CCCC4=O)N(CCC(=O)O)C4=C3C(=O)CCC4)cc2Cl)cc1,i,10,1.6,564,i,16,4.2,2.7,7.0,16%,-0.51,-0.16,-0.37,0.38,i,-225%,-13,7
Cn1c(=O)c2cc(S(=O)(=O)NC(C(=O)NCc3cccnc3)c3ccccc3)ccc2n(C)c1=O (stereo unspecified),i,-3,6.6,1177,i,31,2.1,3.1,6.6,-1%,-1.2,-0.079,-0.66,0.61,i,10%,9,0
Cc1cc(-c2cccc([N+](=O)[O-])c2)nc2ccc3ccccc3c12,i,2,1.7,1381,i,14,1.8,1.5,7.8,11%,-0.59,-0.23,-0.7,0.44,i,-4%,-2,26
Cc1cc(C(F)(F)F)cc(NNC(=O)NC(=O)c2ccc(Cl)cc2)n1,.,.,1.4,1241,i,29,.,.,.,2%,-0.092,0.065,0.45,0.62,i,10%,.,.
Cn1cc([C@@H]2C[C@H]3CN(Cc4cccc(Cl)c4)C(=O)[C@]34CCCN24)c(-c2ccccc2)n1,i,14,0.5,1512,i,44,3.2,2.0,11,2%,1.7,-0.045,1.3,-1.3,i,-3%,14,10
O=[n+]1c2c(n([O-])c3ccccc31)CCC2,i,28,-0.5,1092,i,4,0.9,0.7,1.6,26%*,-0.11,-0.31,0.033,1,i,7%,-5,-5
C=CCn1c(C)cc(C2=NNC(=Nc3ccc(C)cc3)SC2)c1C,i,16,-0.4,1115,i,49,1.7,1.8,6.0,7%,0.95,-0.36,0.68,0.17,i,1%,-15,16
CN1C(=O)CC(N2CCC(C(N)=O)(N3CCCCC3)CC2)C1=O (stereo unspecified),i,-5,.,.,i,45,3.5,1.4,9.2,4%,0.24,-0.28,0.29,0.22,i,-4%,-9,-33
CCN(CC)C(=O)C1CCCN(Cc2nc(-c3cccs3)no2)C1 (stereo unspecified),i,-31,2.4,939,i,27,3.2,0.9,1.5,1%,3,-0.23,1.2,-1.3,i,-7%,-2,-2
CCOC(=O)C1=C(C)N=c2s/c(=C\c3ccc(OC(C)=O)c(OCC)c3)c(=O)n2C1/C=C/c1ccccc1 (stereo unspecified),+,27*,2.7,1449,i,12,2.5,0.8,6.3,1%,-2.1,5.3,0.59,-0.036,i,8%,-12,11
O=C(CSc1nccc(=O)[nH]1)NC1CCCc2ccccc21 (stereo unspecified),.,.,-0.3,1218,i,49,.,.,.,5%,-0.68,-0.28,-0.73,0.93,i,-4%,.,.

# Compound activity from PubChem.
